# Screening results from PubChem BioAssay.
# HCT116 survival = survival after telomere uncapping, modulators, primary screen, cell-based (AID 1259312). HCT116 + Ad-hTR-mut, survival, MTT, 5 d; active compounds read high. fold change at 10 µM. 4,500 tested, 4.5% active;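 active = cell survival measured by absorbance rises more than 2.5-fold over infected cells without compound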;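 note: virus expresses mutant telomerase RNA that uncaps telomeres and kills cells; compound added 2 days after infection so exposure lasts 3 days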
# An asterisk follows results filed as active; i = inactive. An excerpt, so the mix of outcomes need not match the whole.
# Sample of the layout, 11 compounds:
SMILES,HCT116 survival
Nc1nonc1[N+](=O)[O-],1
CN1C(=O)C(Cc2ccsc2)C(=O)N(C)C1=O,1.3
N#CC(OC1OC(COC2OC(CO)C(O)C(O)C2O)C(O)C(O)C1O)c1ccccc1 (stereo not given),-1.1
COC(NS(=O)(=O)c1ccccc1)C(Cl)(Cl)Cl (stereo not given),1.3
N#CC(C#N)=Cc1c2ccccc2cc2ccccc12,3.8*
COc1ccc(CC2c3cc(OC)c(OC)cc3CCN2C)cc1OC (stereo not given),-1.1
O=[N+]([O-])c1cc(Cl)ccc1N1CCNCC1,2.4
CN1CCC(N)C2CCCCC21 (stereo not given),-1.7
O=c1ccc2cc(OC3OC(CO)C(O)C(O)C3O)c(O)cc2o1 (stereo not given),1.7
N=c1nc(-c2ccccc2)n(-c2ccccc2)s1,-1.5
O=c1cccc2n1CC1CC2CN(CCCN=C=S)C1 (stereo not given),-1.7

# The whole of this part, previewed entries included:
SMILES,HCT116 survival
Nc1nonc1[N+](=O)[O-],1
CN1C(=O)C(Cc2ccsc2)C(=O)N(C)C1=O,1.3
N#CC(OC1OC(COC2OC(CO)C(O)C(O)C2O)C(O)C(O)C1O)c1ccccc1 (stereo not given),-1.1
COC(NS(=O)(=O)c1ccccc1)C(Cl)(Cl)Cl (stereo not given),1.3
N#CC(C#N)=Cc1c2ccccc2cc2ccccc12,3.8*
COc1ccc(CC2c3cc(OC)c(OC)cc3CCN2C)cc1OC (stereo not given),-1.1
O=[N+]([O-])c1cc(Cl)ccc1N1CCNCC1,2.4
CN1CCC(N)C2CCCCC21 (stereo not given),-1.7
O=c1ccc2cc(OC3OC(CO)C(O)C(O)C3O)c(O)cc2o1 (stereo not given),1.7
N=c1nc(-c2ccccc2)n(-c2ccccc2)s1,-1.5
O=c1cccc2n1CC1CC2CN(CCCN=C=S)C1 (stereo not given),-1.7
O=[N+]([O-])c1cnc(Cl)[nH]1,-1.6
Cn1cccc1C=C(C#N)C#N,1.5
O=C1C=C2C=C[C@@H]3C[C@@]2(O1)[C@H]1CCCCN31,-1.6
O=C1NCCCC12CCCNC2=O,-1.2
CC(=O)[C@@H]1[C@@H]2NC(=S)N[C@@]1(C)Oc1ccccc12,1.1
CN1CCc2[nH]c(=S)c(C#N)c(-c3ccsc3)c2C1,-2
Cc1cc(C)[n+]2cc(Br)ccc2n1,1.2
O=C1NC(=O)N(c2ccc3c(c2)OCO3)C(=O)/C1=C\c1ccc(N2CCCC2)o1,-1
O=[N+]([O-])N1CCn2c3c(c4cc(C5CCCCC5)ccc42)CCCC31 (stereo not given),-13
Nc1nonc1-c1nn[nH]n1,-1.4
O=c1[nH]c(=O)n(Cc2ccco2)c(O)c1C=NCc1ccc2c(c1)OCO2,i
